# MrgX1 PAM – positive allosteric modulators of MrgX1, primary screen, HEK293 cells, Fluo-4 calcium flux; FDSS; active compounds read high; B-score at 10 µM; Mas-related G-protein coupled receptor member X1 (Homo sapiens), Q96LB2; actives 0.63% (n = 310,000);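 active means plate-corrected calcium response at least 3 library SD above typical, normal starting fluorescence, not activating the receptor alone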;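 further: compound read alongside a low EC10 to EC30 dose of BAM8-22 agonist; peak minus trough fluorescence over baseline measured at the second addition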
# Target sequence (Q96LB2 whole entry, looked up): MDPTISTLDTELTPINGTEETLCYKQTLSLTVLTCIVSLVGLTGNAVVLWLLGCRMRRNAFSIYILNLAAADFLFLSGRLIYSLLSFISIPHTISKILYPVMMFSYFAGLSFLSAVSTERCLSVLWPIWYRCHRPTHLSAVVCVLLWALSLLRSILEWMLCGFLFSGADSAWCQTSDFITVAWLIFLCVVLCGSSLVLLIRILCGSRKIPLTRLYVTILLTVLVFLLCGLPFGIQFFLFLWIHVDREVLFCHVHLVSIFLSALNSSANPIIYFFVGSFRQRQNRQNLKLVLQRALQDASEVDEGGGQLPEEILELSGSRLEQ
# RGS4 act – RGS4 potentiators or activators, primary screen, cell-based, HEK293 M3R inducible RGS4, calcium flux. carbachol calcium flux Fluo4; active compounds read low. B-score at 10 µM. actives 0.92% (n = 310,000);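 active means B-score of the integrated calcium signal more than 4 SD below the library mean, with starting fluorescence not abnormally high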;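 further: negative B-score means reduced calcium response which marks RGS4 activation or potentiation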
#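 Detection: kinetic calcium fluorescence imaging with Fluo4-AM dye, 2 µM / Material: HEK293 cells with stable M3R and inducible RGS4 / Schedule: recording 10 s baseline at 1 Hz, 100 s post-agonist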
# TRPC6 inhibitor – mouse TRPC6 channel inhibitors, primary screen, cell-based, HEK293, membrane potential dye; Short transient receptor potential channel 6 (Mus musculus), Q61143; ACh-evoked depolarization; active compounds read low; B-score at 10 µM; actives 1.1% (n = 310,000); AID 2553, 2010;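 active means B-score under library mean minus 3 SD, initial fluorescence not abnormally high, positive integrated signal ratio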;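 further: B-score derived from integrated fluorescence ratio over the kinetic read; more negative B-score means stronger inhibition of depolarization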
# HDAC3 inhib – HDAC3 deacetylase inhibitors, primary screen, biochemical, fluorescence, cell-free homogeneous | recombinant HDAC3, fluorogenic peptide/trypsin coupled | actives 0.15% (n = 320,000) | inhibition, % at 8.3 µM | AID 2718, 2010 | Histone deacetylase 3 (Homo sapiens), O15379; in the data active means inhibition above about 26%, passing the limit was not always enough
# Target sequence (O15379 whole entry, looked up): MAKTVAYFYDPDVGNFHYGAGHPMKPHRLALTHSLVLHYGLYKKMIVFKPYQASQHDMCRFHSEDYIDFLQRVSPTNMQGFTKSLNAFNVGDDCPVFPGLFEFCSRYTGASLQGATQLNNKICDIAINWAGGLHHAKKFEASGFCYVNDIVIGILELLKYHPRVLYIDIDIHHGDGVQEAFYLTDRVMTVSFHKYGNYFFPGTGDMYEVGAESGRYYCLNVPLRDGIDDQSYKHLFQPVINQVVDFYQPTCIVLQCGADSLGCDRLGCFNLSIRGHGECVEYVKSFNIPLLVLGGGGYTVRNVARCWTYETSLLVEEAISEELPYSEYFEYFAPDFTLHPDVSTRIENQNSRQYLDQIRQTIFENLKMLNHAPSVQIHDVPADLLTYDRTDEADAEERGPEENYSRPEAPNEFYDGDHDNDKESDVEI
# MrgX1 ag – agonists of human MrgX1 receptor, primary screen, HEK293 cells, Fluo-4 calcium flux; AID 588627, 2011; B-score at 10 µM; Mas-related G-protein coupled receptor member X1 (Homo sapiens), Q96LB2; Fluo-4 calcium fluorescence, agonist mode; active compounds read high; actives 0.44% (n = 310,000);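 active means calcium response B-score plate-corrected fluorescence ratio at least 3 library SD, with starting fluorescence B-score inside 5 SD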
#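 Assay system: stable human MrgX1 HEK293 cell line. Quantity: 15,000 cells per well. Schedule: cells plated overnight, dye loaded 0.5 h 37 °C, 0.5 h room temperature. Detection: Fluo-4 NW calcium-flux fluorescence, kinetic read. Read-out basis: peak-minus-minimum fluorescence over baseline, converted to B scores. Control set: positive and negative control wells on each plate.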
# TMEM16A act – TMEM16A chloride channel activators or potentiators, primary screen, cell-based, HTS. AID 623877, 2012. HEK293 TMEM16A/YFP-H148Q/I152L, iodide quench fluorescence; active compounds read low. Anoctamin-1 (Mus musculus), Q8BHY3. actives 0.3% (n = 340,000). B-score at 10 µM;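 active means fluorescence-ratio B-score plate-corrected deviation score at least 3 library SD below zero, with starting fluorescence score within 5 deviations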;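 further: channel opened by trigger with iodide after compound preincubation; score built on the fluorescence ratio of max minus min over baseline; more negative score means more quench and so TMEM16A activation or potentiation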
# TRPC6 act – mouse TRPC6 channel activators, primary screen, cell-based, HEK293, membrane potential dye; Short transient receptor potential channel 6 (Mus musculus), Q61143; HEK293-TRPC6 membrane potential dye fluorescence; active compounds read high; B-score at 10 µM; actives 0.13% (n = 310,000); AID 2550, 2010;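 active means B-score of the integrated fluorescence ratio above library mean plus 3 SD, and starting fluorescence ratio within library mean plus 5 SD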;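 further: higher score means more depolarization so channel activation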
# SKKanGAS inh – S. pyogenes SKKanGAS growth inhibitors in kanamycin, primary screen, streptokinase expression inhibitor project, SKKanGAS strain, BacTiter-Glo luminescence; actives 1.3% (n = 300,000); inhibition, % at 7.5 µM; 6 h;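 active means mean replicate score, as percent of positive control median, at least 50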;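 further: strain carries kanamycin resistance gene driven by streptokinase promoter and grows in 40 µg/ml kanamycin; loss of luminescence reflects streptokinase promoter inhibition or plain growth inhibition; 0% = median of DMSO wells and 100% = positive control at its reference dose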
# ANO1 block – TMEM16A chloride channel inhibitors, primary screen, cell-based, HTS | HEK293 TMEM16A/YFP iodide influx fluorescence, ionomycin | Anoctamin-1 (Mus musculus), Q8BHY3 | normalized B-score (activity score, 25-100; higher = stronger inhibition) at 10 µM | actives 1.2% (n = 310,000) | AID 588511, 2011;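 active means ratio plate-corrected score three or more library SD toward inhibition, starting fluorescence score within five deviations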;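 further: score derived from kinetic fluorescence span divided by baseline fluorescence per well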
# MrgX1 antagonist – antagonists of human MrgX1 receptor, primary screen, HEK293 cells, Fluo-4 calcium flux | BAM8-22 antagonism; active compounds read low | B-score at 10 µM | actives 1.3% (n = 310,000) | AID 588676, 2011;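 active means calcium-response B-score plate-corrected more than 3 library SD below zero, starting fluorescence within 5 deviations, no agonist response on first addition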;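 further: peak minus trough fluorescence over baseline after final BAM8-22 challenge near maximal dose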
# RGS4 inh – RGS4 inhibitors, primary screen, cell-based, HEK293 M3R inducible RGS4, calcium flux. Regulator of G-protein signaling 4 (Homo sapiens), P49798. Fluo-4 calcium flux; active compounds read high; triggered by carbachol at its EC20. B-score at 10 µM. actives 0.45% (n = 310,000). AID 463165, 2010;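 active means B-score, a plate-corrected calcium signal, over three deviations above library mean, with baseline fluorescence within five deviations of library mean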;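 further: RGS4 expression induced by doxycycline in cells with stable M3 receptor; B-score is computed from the integrated fluorescence ratio over baseline after carbachol; higher B-score means a larger calcium signal and so more RGS4 inhibition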
# Target sequence (P49798 whole entry, looked up): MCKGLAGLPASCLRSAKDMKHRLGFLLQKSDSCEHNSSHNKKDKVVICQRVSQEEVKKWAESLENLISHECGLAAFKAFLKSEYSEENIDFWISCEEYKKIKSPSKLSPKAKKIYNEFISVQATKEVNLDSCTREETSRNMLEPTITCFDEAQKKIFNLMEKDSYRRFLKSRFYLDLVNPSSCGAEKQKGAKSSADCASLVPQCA
# Active calls of the source: *; i = inactive; · = not tested or not shown.
smiles | MrgX1 PAM | RGS4 act | TRPC6 inhibitor | HDAC3 inhib | MrgX1 ag | TMEM16A act | TRPC6 act | SKKanGAS inh | ANO1 block | MrgX1 antagonist | RGS4 inh
CC[C@H]1OC(=O)[C@H](C)[C@@H](O[C@H]2C[C@@](C)(OC)[C@@H](O)[C@H](C)O2)[C@H](C)[C@@H](O[C@@H]2O[C@H](C)C[C@H](N(C)C)[C@H]2O)[C@](C)(O)C[C@@H](C)C(=NOCOCCOC)[C@H](C)[C@@H](O)[C@]1(C)O | i | i | i | 3 | i | i | i | 107* | i | i | i
O=C(c1ccccc1)N1CCCC(c2ccc(Cl)cc2)=N1 | i | i | i | -6 | i | i | i | -11 | i | i | i
O=C(N/N=C/c1c[nH]c2ccccc12)c1cc(-c2ccc3ccccc3c2)n[nH]1 | i | i | i | -1 | i | i | i | 95* | i | i | i
O=[N+]([O-])c1ccc(N/N=C/c2cccc(O)c2)cc1 | i | i | i | 18 | i | i | i | 1 | i | i | i
CCC(=O)c1ccc(OCC(=O)OCC(=O)NC2CCCCCCC2)cc1 | i | i | i | 0 | i | i | i | -5 | i | i | i
CCc1nnc(NS(=O)(=O)c2ccc(NC(=O)COc3ccc4ccccc4c3)cc2)s1 | i | i | i | 3 | i | i | i | -5 | i | i | i
Cc1ccc(CNC(=O)c2nnc(CS(=O)(=O)c3ccccc3)o2)cc1 | i | i | i | -2 | i | i | i | -3 | i | i | i
Cn1nc(C(=O)Nc2ccccc2Cl)cc1C(=O)Nc1ccccc1Cl | i | i | i | 4 | i | i | i | -6 | i | i | i
Cc1c(CN(C)CCc2ccccc2)c(=O)n(-c2ccccc2)n1C | i | i | i | -7 | i | i | i | -2 | i | i | i
Cc1cccc(NC(=O)Nc2c(C)[nH]c(=O)[nH]c2=O)c1C | i | i | i | -5 | i | i | i | -3 | i | i | i
CN(CCOc1ccccc1)C(=O)C1CCC(=O)N(CCCN2CCOCC2)C1 (stereo not drawn) | i | i | i | 1 | i | i | i | -20 | i | i | i
COc1cccc(-c2nc(CS(=O)(=O)CC(=O)N3CCN(c4ccccn4)CC3)c(C)o2)c1 | i | i | i | 3 | i | i | i | -1 | i | i | i
CCNC(=O)CSc1nnc(CN2CCCCCC2=O)n1-c1ccccn1 | i | i | i | -3 | i | i | i | 5 | i | i | i
O=C(O)c1cc(N/N=C/c2ccc3c(c2)OCCO3)ccc1Cl | i | · | · | 4 | i | i | · | · | i | i | ·
CCCCN(C)C(=O)c1nc2ccccn2c1CN1CCN(c2ccccn2)CC1 | i | i | i | 0 | i | i | i | -2 | i | i | i
COc1ccc(NC(=O)c2ccccc2S(=O)c2ccccc2C#N)cc1 (stereo not drawn) | i | i | i | -3 | i | i | i | 6 | i | i | i
CCOC(=O)O[C@]1(C(=O)OCCl)CC[C@H]2[C@@H]3CCC4=CC(=O)C=C[C@]4(C)[C@H]3[C@@H](O)C[C@@]21C | i | i | i | -1 | i | · | i | -3 | i | i | i
O=C(Nc1ccccc1C(=O)N/N=C/c1ccco1)c1ccc(F)cc1 | i | i | i | 8 | i | i | i | 17 | i | i | i
Cn1c(=O)c2c(-c3ccccc3)n(CCCN3CCOCC3)cc2n(C)c1=O | i | i | i | 6 | i | i | i | -1 | i | i | i
Cc1cc(C(=O)NNC(=O)c2c(-c3c(Cl)cccc3Cl)noc2C)no1 | i | i | i | 5 | i | i | i | -5 | i | i | i
CCOc1ccc2[nH]c(=O)c(CN(CCCO)C(C)=O)cc2c1 | i | i | i | -11 | i | i | i | -15 | i | i | i
CCCCC(=O)OCc1nc2ccccc2s1 | i | i | i | 1 | i | i | i | -5 | i | i | i
CCCN(CCC)CCCNC(=O)c1nn(-c2cccc(OC)c2)c(=O)c2ccccc12 | i | i | i | -1 | i | i | i | -4 | i | i | i
CCOC(=O)C1CCN(C(=O)c2sccc2Cl)CC1 | i | i | i | -2 | i | i | i | -6 | i | i | i
Cc1ccc(NS(=O)(=O)c2ccc(C(=O)NCc3ccccn3)cc2)cc1 | i | i | i | 6 | i | i | i | -2 | i | i | i
COc1ccc(C(CNC(=O)Cc2ccc3ccccc3c2)N(C)C)cc1 (stereo not drawn) | i | i | i | -3 | i | i | i | 1 | i | i | i
CCOC(=O)C1CCN(S(=O)(=O)CCNC(=O)c2ccc3c(c2)OCO3)CC1 | i | i | i | 5 | i | i | i | -11 | i | i | i
COc1ccccc1-c1cn[nH]c1-c1ccc(OCc2ccc([N+](=O)[O-])cc2)cc1O | i | i | i | · | i | i | i | 1 | i | i | i
CC1C/C(=C\c2ccccc2[N+](=O)[O-])c2nc3ccccc3c(C(=O)O)c2C1 (stereo not drawn) | i | i | i | 2 | i | i | i | 4 | i | i | i
CCCc1nc(C)cc(N2CCN(c3ccccc3)CC2)n1 | i | i | i | 3 | i | i | i | -4 | i | i | i
Cn1c2ccccc2c2c(C(=O)N3CCN(c4ccccc4)CC3)cn(C3CCCC3)c(=O)c21 | i | i | i | -1 | i | i | i | 19 | i | i | i
CCOC(=O)/C=c1\s/c(=C\c2ccc3cc(OC)ccc3c2)c(=O)n1CC(=O)NCC1CCCO1 (stereo not drawn) | i | i | i | -5 | i | i | i | -15 | i | i | i
CCOc1ccc(NC(=O)Cn2c(=O)oc3cc(Cl)ccc32)cc1 | i | i | i | 1 | i | i | i | -5 | i | i | i
O=c1c(Cc2ccc(Cl)cc2Cl)c(O)ccn1Cc1ccc(Cl)cc1 | i | i | i | 3 | i | i | i | 42 | 100* | i | i
Cc1c2ccccc2nc2c(F)c(NC(C)C)c(F)c(F)c12 | i | i | i | -6 | i | i | i | 17 | i | i | i
COc1cc(C(=O)Nc2nc(C)c(Cc3ccc4c(c3)OCO4)s2)cc(OC)c1OC | i | i | i | 17 | i | i | i | -1 | i | i | i
Cc1cccc(Cn2cccc2/C=C2/C(=N)N3C=CSC3=NC2=O)c1 | i | i | i | 2 | i | i | i | 6 | i | i | i
Cc1ccc(NC2=NCC(=O)N2Cc2ccccc2)c(C)c1 | i | i | i | -2 | i | i | i | -1 | i | i | i
O=[N+]([O-])c1ccccc1S(=O)(=O)NCc1cccnc1 | i | i | i | 3 | i | i | i | -8 | i | i | i
CSCCC(N=CC1=C(O)CC(C)(C)CC1=O)C(=O)O (stereo not drawn) | i | i | i | 5 | i | i | i | -2 | i | i | i
COC(=O)c1c(NC(=O)CSc2n[nH]c(N)n2)sc(C)c1C | i | i | i | 9 | i | i | i | 1 | i | i | i
CCCN1C(=O)c2[nH]nc(-c3cc(Cl)c(C)cc3O)c2C1c1ccc(O)c(OC)c1 (stereo not drawn) | i | i | i | 7 | i | i | i | 9 | i | i | i
COc1cc(/C=N/Nc2ccc(C(F)(F)F)cn2)ccc1O | 7.5* | i | i | 13 | i | i | i | 3 | i | i | i
CCc1nnc(SCC(=O)NC2CC2)n1CC | i | i | i | -11 | i | i | i | -5 | i | i | i
COc1ccc(Cc2nc3ccc(C(=O)NC(C)c4cnn(C)c4)cc3o2)cc1 (stereo not drawn) | i | i | i | 0 | i | i | i | 2 | i | i | i
Cc1cc(C(=O)OCC(=O)N2CCOCC2)ccc1[N+](=O)[O-] | i | i | i | -3 | i | i | i | 3 | i | i | i
CCCCC(=O)Nc1ccc(C(=O)Nc2ccc3c(c2)OCO3)cc1 | i | i | i | -9 | i | i | i | -3 | i | i | i
CC1=CCC(Cc2nc3ccccc3o2)C1(C)C (stereo not drawn) | i | i | i | 2 | i | i | i | 0 | i | i | i
O=C(COc1ccc(F)cc1)N1CCc2ccccc2C1 | i | i | i | 1 | i | i | i | -2 | i | i | i
O=C(c1cn(-c2ccccc2)nc1-c1cccs1)N1CCOCC1 | i | i | i | -6 | i | i | i | 2 | i | i | i

# Additional records follow:
smiles | MrgX1 PAM | RGS4 act | TRPC6 inhibitor | HDAC3 inhib | MrgX1 ag | TMEM16A act | TRPC6 act | SKKanGAS inh | ANO1 block | MrgX1 antagonist | RGS4 inh
O=C(O)C1CC(=O)N(CCc2ccccc2)C1 (stereo not drawn) | i | i | i | -2 | i | i | i | 11 | i | i | i
COc1ccc(CC(=O)OCC(=O)Nc2cc(S(=O)(=O)N3CCOCC3)ccc2N2CCCC2)cc1 | i | i | i | -3 | i | i | i | -12 | i | i | i
O=C(COC(=O)c1cccc(C(=O)OCC(=O)NC2CC2)n1)NC1CC1 | i | i | i | -1 | i | i | i | 1 | i | i | i
CCNC(=S)N(CCc1c(C)[nH]c2ccc(C)cc12)Cc1cc(OC)c(OC)c(OC)c1 | i | i | i | -6 | i | i | i | 9 | i | i | i
Cc1ccc(NC(=O)CN(C)Cc2ccc(F)cc2)c([N+](=O)[O-])c1 | i | i | i | · | i | i | i | -2 | i | i | i
CCOC(=O)N1CCC(NC(=O)C2CCCN(c3nc4ccccc4o3)C2)CC1 (stereo not drawn) | i | i | i | -3 | i | i | i | 10 | i | i | i
COc1ccc(NC(=O)CN2CCN(S(=O)(=O)N3CCCCCC3)CC2)cc1 | i | i | i | 1 | i | i | i | 0 | i | i | i
CCn1c(COc2ccccc2C)nnc1SCC(=O)OC | i | i | i | 3 | i | i | i | 0 | i | i | i
Cn1nc(C(C)(C)C)cc1C(=O)Nc1nc2c(s1)C(=O)CC(C)(C)C2 | i | i | -5* | 1 | i | i | i | 11 | i | i | i
O=S(=O)(c1ccc(N2CCN(c3ccc(F)cc3)CC2)cc1)N1CCCC1 | i | i | i | -1 | i | i | i | 1 | i | i | i

# High-throughput results (PubChem BioAssay)
